# SR-BI DiI-HDL act: SR-BI HDL lipid transfer activation | 0.096% of 320,000 active | AID 504775 | CHO ldlA[mSR-BI] cells, DiI-HDL uptake fluorescence, 3 h; 100 = double the neutral-control signal | activation, % at 12.5 µM;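 active = mean replicate activation of at least 60% and every replicate at or above 60%; inconclusive = mean or all-replicate condition met, but not both; inactive = mean below 60% and not all replicates reaching 60%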;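 also: 0% = median plate neutral-control signal and 100% = twice that signal; values of inactives mirror those of a sister screen read the other way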
#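 System: LDL receptor-deficient CHO ldlA cells overexpressing murine SR-BI | Timing: 3 h uptake period with compound, 37 °C | Medium: HEPES-buffered (25 mM, pH 7.4) F12 plus 0.5% BSA | Dosing: Single-point compound dose | Signal: Bottom-read fluorescence, 550/595 nm | Read-out: Retained DiI signal reflecting DiI-HDL uptake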
# SR-BI DiI inh: mouse SR-BI HDL lipid transfer inhibition; Q61009; ldlA[mSR-BI] CHO cells, DiI-HDL uptake fluorescence, 3 h; inhibition, % at 12.5 µM; 0.96% of 320,000 active; AID 488896;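 active = mean replicate inhibition of at least 70% and a set share of replicates each scoring 70 or more; inconclusive = meets just one of the two criteria; inactive = fails both criteria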;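 also: 0% = median of neutral control wells and 100% = median of positive control wells; values of inactives mirror those of a sister screen read the other way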
# CAL PDZ FP-1: blocks peptide binding to the human CAL PDZ domain; Q9HD26; purified CAL PDZ, TMR-peptide fluorescence polarization, 1 h; inhibition, % at 24.9 µM; 0.92% of 300,000 active; AID 602252;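 active = mean inhibition of at least 30% with at least half of replicates also reaching 30%; inconclusive = no clear call, values can overlap the other calls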;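 also: 0% = DMSO neutral control and 100% = excess unlabeled competitor peptide PRC23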
# PvdQ acylase: P. aeruginosa PvdQ acylase inhibition | 0.063% of 340,000 active | inhibition, % at 10 µM | purified PvdQ acylase, fluorescence plate reader; in the data active = inhibition above about 30%, passing the limit was not always enough; inconclusive = no clear call, values can overlap the other calls;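 also: 0% = vehicle neutral wells and 100% = reference inhibitor wells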
# MITF act: MITF TRPM1 promoter activation in melanoma cells; SK-MEL-5 TRPM1-promoter luciferase, 24 h; % of positive control, neutral wells = 0; activation, % at 12.5 µM; 0.75% of 300,000 active;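 active = mean activation of at least 80% with every replicate also reaching 80%; inconclusive = mean reaches 80% but some replicate falls short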;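 also: 0% = neutral control wells and 100% = parthenolide positive control wells; values of inactives mirror those of a sister screen read the other way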
# CAL PDZ FP-2: inhibitors of human CAL PDZ peptide binding. purified CAL PDZ, TMR-peptide fluorescence polarization, 1 h. AID 504414. Q9HD26. 0.02% of 330,000 active. inhibition, % at 20 µM;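 active = highest replicate inhibition of at least 40%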;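 also: plate controls were DMSO neutral control wells for no effect and unlabeled competitor peptide control wells for full effect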
#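 material = purified tagged CAL PDZ domain construct (CerCALP) | compound dosing = 20 µM, one dose | times = 1 h at RT | measured by = fluorescence polarization from S- and P-plane intensities, G-factor corrected | read-out = inhibition from polarization loss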
# NSD2 HMT inh: NSD2 (human) methyltransferase inhibition; 0.54% of 310,000 active; AID 743445; NSD2 peptide methylation, AlphaScreen, 120 min; inhibition, % at 12.5 µM; O96028; in the data active = inhibition above about 50%
# Rtt109 Vps75: inhibitors of Candida albicans Rtt109/Vps75 histone acetyltransferase. Q5AAJ8. purified Rtt109/Vps75, ThioGlo CoA-SH fluorescence, 4 h. inhibition, % at 34.9 µM. 0.16% of 330,000 active. AID 540336;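 active = inhibition of at least 50% in every replicate; inconclusive = best replicate reaches 50% inhibition but some replicates fall short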
# Target sequence (Q5AAJ8 whole entry, looked up): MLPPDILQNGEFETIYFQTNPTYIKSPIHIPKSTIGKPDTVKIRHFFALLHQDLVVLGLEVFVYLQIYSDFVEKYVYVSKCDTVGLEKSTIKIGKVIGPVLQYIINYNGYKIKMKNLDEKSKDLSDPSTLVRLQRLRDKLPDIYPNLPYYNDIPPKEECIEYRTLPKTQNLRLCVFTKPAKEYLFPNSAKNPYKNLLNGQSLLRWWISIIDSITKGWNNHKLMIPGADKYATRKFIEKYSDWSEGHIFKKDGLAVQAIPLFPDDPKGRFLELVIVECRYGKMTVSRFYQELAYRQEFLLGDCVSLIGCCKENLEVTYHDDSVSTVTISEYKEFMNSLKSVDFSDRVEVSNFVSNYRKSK
# dFosB act: mouse delta FosB homodimer activation. purified delta FosB, TAMRA-CDK5 oligo fluorescence polarization; percent of positive-control signal above neutral wells. 0.99% of 340,000 active. activation, % at 25 µM. AID 493131;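 active = mean activation above about 17%, with every replicate also reaching it, limit read from the data, passing the limit was not always enough; inconclusive = only one of the two conditions met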;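 also: fluorescence polarization rise as delta FosB binds a TAMRA Cdk5 AP-1 oligo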
# Target sequence (P13346 whole entry, looked up): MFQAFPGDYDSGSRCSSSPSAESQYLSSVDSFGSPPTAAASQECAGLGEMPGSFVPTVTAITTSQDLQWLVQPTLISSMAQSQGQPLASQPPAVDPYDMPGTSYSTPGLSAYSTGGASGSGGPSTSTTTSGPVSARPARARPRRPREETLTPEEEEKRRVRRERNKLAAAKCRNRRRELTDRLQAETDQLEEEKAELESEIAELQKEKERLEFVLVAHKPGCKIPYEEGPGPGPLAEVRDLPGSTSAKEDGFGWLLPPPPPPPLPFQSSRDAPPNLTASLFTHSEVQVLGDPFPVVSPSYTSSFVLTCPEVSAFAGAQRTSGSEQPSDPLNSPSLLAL
# PfHsp90 set2: reduces growth (ATP signal) of yeast expressing P. falciparum Hsp90 | S. cerevisiae expressing PfHsp90, BacTiter-Glo ATP, 48 h; yeast lacking PDR1 and PDR3 efflux regulators | inhibition, % at 9.4 µM | 0.32% of 310,000 active | AID 504621;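 active = every replicate shows inhibition above about 80%, whatever the replicate mean, limit read from the data; inconclusive = mean inhibition reaches the set limit but some replicate falls short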;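 also: 0% = DMSO neutral controls and 100% = 20 µM radicicol positive controls; yeast relying on Plasmodium falciparum Hsp90 in place of its own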
# Active calls of the source: *; u = inconclusive; x = not tested or not shown.
SMILES,SR-BI DiI-HDL act,SR-BI DiI inh,CAL PDZ FP-1,PvdQ acylase,MITF act,CAL PDZ FP-2,NSD2 HMT inh,Rtt109 Vps75,dFosB act,PfHsp90 set2
CCC(C)c1ccccc1NC(=O)COC(=O)c1ccc2[nH]c3c(c2c1)CCCC3 (configuration not stated),-20.2,20.2,-1.5,-6.2,-2.6,-1.4,0.4,-0.3,-4.9,-18.2
COc1ccc(C(=O)C[n+]2ccc(-c3nnc4n3CCCCC4)cc2)cc1,11.4,-11.4,-1.3,3.2,x,0.3,1.6,31.8,1.6,9.1
CCN(c1ccccc1C(=O)O)S(=O)(=O)c1ccc2[nH]c(=O)[nH]c2c1,13.6,-13.6,-1.9,-19.6,-2.8,-0.2,2.3,1.8,-5.0,-5.6
OC1(c2ccc(F)cc2)CCN(Cc2cccnc2)CC1,-2.3,2.3,x,-2.0,-9.1,0.0,-0.5,-11.1,6.3,9.7
COc1ccc(CC(=O)N/N=C/c2cc(Br)cs2)cc1OC,-27.4,27.4,1.5,-7.4,0.7,-4.6,-1.3,0.5,-11.8,9.3
CCN(CC(=O)NCc1ccc(F)cc1)C(=O)/C=C/c1ccco1,17.8,-17.8,-3.2,-7.5,-3.1,-2.0,1.5,3.5,3.2,-3.0
Cc1ccc(Nc2nc(N3CCOCC3)nc(N3CCOCC3)n2)cc1C,-13.6,13.6,-1.2,-0.9,63.6,-2.2,-0.4,-2.0,-5.3,-14.5
O=C(NC1CC1)C1=C[C@@H](C2CCCCC2)C[C@@H](OCc2ccc(CO)cc2)O1,31.4,-31.4,-2.0,-10.0,-2.6,-0.4,x,2.7,-2.0,-4.0
COc1ccc(C)cc1NC(=O)C(c1ccccc1)N1CCN(CC(=O)N2CCOCC2)CC1 (configuration not stated),-2.1,2.1,0.8,-10.4,0.4,-2.6,-0.9,4.3,-7.8,x
O=C(CCS(=O)(=O)c1cccs1)N1CCN(c2ccc(F)cc2)CC1,31.8,-31.8,-3.0,-7.4,19.6,-0.9,x,-6.2,-0.4,29.7
CC(=O)c1ccc(-n2c(SCC(=O)c3c[nH]c4ccccc34)nc3ccccc3c2=O)cc1,-20.9,20.9,-2.8,-10.1,-8.8,-2.0,-1.7,x,-0.9,-9.8
CCOC(=O)C1CCN(C(=O)c2ccccc2N(C)S(C)(=O)=O)CC1,11.4,-11.4,-2.6,9.7,x,-1.0,-0.4,x,-3.3,x
COC(=O)c1cc(-c2ccc(OC)c(OC)c2)n[nH]1,-7.3,7.2,-5.5,-16.9,-4.4,-1.5,-6.4,7.7,-8.2,-24.8
O=C(Nc1cccnc1)C1=NN(C2CCS(=O)(=O)C2)C(=O)CC1 (configuration not stated),12.7,-12.7,0.0,-17.9,7.8,-2.5,-18.7,-1.0,-4.7,1.7
Cc1cc(C)c(S(=O)(=O)Cc2ccccc2)c(=O)[nH]1,23.6,-23.6,-1.0,9.0,9.2,-0.6,18.1,-1.4,-1.0,-13.3
CN(C)CCNC(=O)C1CCCNC1=O (configuration not stated),12.0,-12.0,-2.1,-12.6,-4.3,-0.8,0.0,-2.2,-6.8,4.5
C=CCn1c(SCc2ccc(Br)cc2F)nc2cc(C(=O)O)ccc2c1=O,x,x,x,-6.5,-7.4,-3.2,-2.1,15.4,-8.8,25.5
COc1ccccc1NC1=NCC(=O)N1Cc1ccccc1,15.3,-15.3,6.9,8.7,1.9,-1.4,-0.8,6.6,-1.0,-5.2
CN(CCc1ccccn1)C(=O)Nc1ccc(F)cc1,9.1,-9.1,-1.3,-3.2,6.7,-0.1,1.4,-2.3,-2.1,-31.7
O=C(Cn1cnc2ccc(Br)cc2c1=O)c1cccs1,14.0,-14.0,-1.7,-6.4,1.6,x,-1.4,-15.8,-15.8,3.2
COc1ccc(Cc2nnc(-c3ccccc3)o2)cc1,x,x,-2.2,-8.9,51.9,3.7,2.0,-1.4,-2.5,0.6
Cc1cccc(-c2noc(-c3ccoc3C)n2)c1,-14.2,14.2,-2.7,-12.8,12.5,-2.0,0.9,6.3,7.6,-9.8
CCCCCCCc1c(C)nc(N2CCOCC2)[nH]c1=O,1.9,-1.9,0.0,-14.1,7.2,-0.6,1.6,-18.1,3.8,-19.6
CCN(C(=O)CSc1nc2ccccc2o1)c1c(N)n(Cc2ccccc2)c(=O)[nH]c1=O,-15.1,15.1,11.4,13.3,-11.2,0.3,-0.7,-1.4,-6.9,x
O=C(NCc1cc([N+](=O)[O-])ccc1O)c1cccnc1Sc1ccccc1Cl,9.3,-9.3,-2.9,8.1,-11.4,-2.7,-0.3,7.5,-8.7,7.5

# Entries of single compounds, looked up by structure. Screens in order: SR-BI DiI-HDL act	SR-BI DiI inh	CAL PDZ FP-1	PvdQ acylase	MITF act	CAL PDZ FP-2	NSD2 HMT inh	Rtt109 Vps75	dFosB act	PfHsp90 set2
# `COc1ccccc1NC1=NCC(=O)N1Cc1ccccc1` as listed: 15.3	-15.3	6.9	8.7	1.9	-1.4	-0.8	6.6	-1.0	-5.2
# `O=C(NC1CC1)C1=C[C@@H](C2CCCCC2)C[C@@H](OCc2ccc(CO)cc2)O1` as listed: 31.4	-31.4	-2.0	-10.0	-2.6	-0.4	x	2.7	-2.0	-4.0
# `CN(CCc1ccccn1)C(=O)Nc1ccc(F)cc1` as listed: 9.1	-9.1	-1.3	-3.2	6.7	-0.1	1.4	-2.3	-2.1	-31.7
# `O=C(NCc1cc([N+](=O)[O-])ccc1O)c1cccnc1Sc1ccccc1Cl` as listed: 9.3	-9.3	-2.9	8.1	-11.4	-2.7	-0.3	7.5	-8.7	7.5
# `Cc1cc(C)c(S(=O)(=O)Cc2ccccc2)c(=O)[nH]1` as listed: 23.6	-23.6	-1.0	9.0	9.2	-0.6	18.1	-1.4	-1.0	-13.3

# Later entries
SMILES,SR-BI DiI-HDL act,SR-BI DiI inh,CAL PDZ FP-1,PvdQ acylase,MITF act,CAL PDZ FP-2,NSD2 HMT inh,Rtt109 Vps75,dFosB act,PfHsp90 set2
CC1(C)Cc2cccc(OCC(=O)N3CCN(c4ccccc4F)CC3)c2O1,-35.0,35.0,-6.2,-12.0,-19.4,-3.1,1.5,-3.0,-10.3,14.1
CC(Oc1ccc(/C=N/NC(=O)Cc2cccc3ccccc23)cc1)C(=O)O (configuration not stated),x,x,-6.0,-3.9,-1.3,-0.1,-2.0,-14.3,-5.7,-32.7
CC(C)Cn1c(N2CCN(CC(=O)Nc3ccc(Cl)cc3)CC2)nc2ccccc21,-63.0,63.0,x,4.2,3.1,-0.8,-0.5,22.4,-4.8,2.7
c1ccc(Cc2cc[n+](Cc3ccccc3)cc2)cc1,28.9,-28.9,-0.5,-3.1,-3.8,0.8,-0.5,2.8,-3.4,11.4
COc1ccc(CCNC(=O)CC(=O)NCCc2ccc(OC)cc2)cc1,8.0,-8.0,9.9,-8.4,-5.9,-0.6,x,1.6,-3.2,-4.8
COC(=O)c1ccccc1NC(=O)Nc1cc(C)ccn1,59.4,-59.4,-3.0,6.6,8.8,-2.0,32.1,12.4,-4.1,x
CCN1CCN(CC(O)COc2ccc3c(C)cc(=O)oc3c2)CC1 (configuration not stated),6.4,-6.4,1.8,-4.9,-4.5,-2.0,19.6,-15.4,-12.4,x
O=C(CN1C(=O)NC2(CCc3ccccc32)C1=O)NCc1cccc(C(F)(F)F)c1 (configuration not stated),-3.5,3.5,-7.7,-23.8,4.1,0.5,-0.7,0.6,1.3,-22.5
CC(C)CN(C(=O)C1CSC2(C)CCC(=O)N12)c1c(N)n(Cc2ccccc2)c(=O)[nH]c1=O (configuration not stated),6.4,-6.4,2.2,-10.6,-8.1,-2.0,-4.1,-0.1,-6.1,-7.8
CCOC(=O)Cn1c2[n+](c3ccccc31)CC(O)CS2 (configuration not stated),-4.4,4.4,4.0,-8.5,-6.2,-0.6,x,0.0,3.3,-7.3
COc1ccc(-c2cn3nc(C)c(C)nc3n2)cc1OC,-13.1,13.1,x,-4.0,u,-1.3,-1.7,3.9,-2.7,-14.2
CCOC(=O)c1cccc(N2C(=O)C3C4C=CC(CC4)C3C2=O)c1 (configuration not stated),-1.1,1.1,-3.2,9.1,-5.4,-0.5,1.2,-5.9,6.5,-6.1
COc1ccc(-n2[nH]c(C)cc2=O)cc1,u,-109.6,-0.4,-8.0,-4.0,-0.6,-0.4,8.4,-2.6,6.2
COc1ccc(CCNC(=O)c2nc(-c3cccs3)no2)cc1OC,17.8,-17.8,-6.6,-16.1,-14.9,-3.0,0.6,-3.5,-3.9,-6.6
C=CCn1c(COc2cccc(C)c2C)nnc1SCC(=O)N1CCN(c2ccccc2)CC1,-29.3,29.3,-0.5,10.0,-20.1,0.0,x,0.8,-9.0,-19.1
COCCN1CCN(C(=O)c2cc(COc3ccc(F)c(F)c3)on2)CC1,15.5,-15.5,-0.9,9.4,18.9,-1.8,-1.3,7.0,6.0,2.3
O=c1oc2cc(OCc3c(F)cccc3Cl)ccc2cc1-c1ccccn1,9.2,-9.1,-3.6,-45.3,36.6,0.0,-3.0,-14.4,-1.8,13.4
COc1cc(C(CCN2CCOCC2)c2c(OC)cc(OC)c3c2OC(=O)CC3c2ccc(N(C)C)cc2)cc(OC)c1OC (configuration not stated),1.9,-1.9,-4.9,-19.4,-0.6,-3.0,x,0.7,-3.9,x
O=C(COC(=O)C1(c2ccccc2F)CCCC1)N1CCOCC1,-2.8,2.8,-5.5,-9.9,0.8,-0.1,-1.9,-0.6,7.3,20.3
O=C(c1cccnc1)N1N=C(C2CC2)CC1(O)C(F)(F)F (configuration not stated),14.5,13.6,-2.3,19.6,5.4,-1.9,0.0,-9.3,-5.1,-3.5
O=C1Nc2ccccc2/C1=N\N=C\c1ccc(O)c(O)c1,28.0,-28.0,-0.5,-3.7,1.8,-0.3,118.6*,10.6,-8.0,7.2
Cn1c(CNc2nc3ccccc3n2C)nc2ccccc21,15.0,-15.0,1.9,-16.5,x,0.1,0.6,x,4.3,31.6
COC(=O)c1ccccc1NC(=O)CN(C)S(=O)(=O)c1ccc(OC)cc1,2.5,-2.5,-0.1,-14.9,-5.8,0.0,-0.1,4.7,-4.0,14.6
CC1=C(C(=O)Nc2ccccc2)C2(CCCCC2)C(C(N)=O)C(=S)N1 (configuration not stated),8.3,-8.3,0.6,-11.1,-2.7,-0.2,-0.6,2.5,3.0,5.7
N#CCSc1nnc(Cc2ccc3c(c2)OCO3)o1,5.9,-5.9,-3.8,-6.9,14.3,-0.3,7.3,-3.6,-6.9,-1.3
O=C(NCCN1C(=O)S/C(=C/c2cccnc2)C1=O)C1CC(=O)N(Cc2ccccc2)C1 (configuration not stated),7.7,-7.7,-4.4,-12.2,-3.3,-3.7,5.0,0.4,-9.8,14.1
Cc1ccc(C(=O)OCC(=O)NC(=O)NCc2ccccc2)cc1C,x,-21.2,-1.0,-13.0,-3.5,-2.8,-1.6,-3.3,3.9,2.5

# High-throughput results from PubChem BioAssay.
